# BL2 CD40 inh = CD40 pathway inhibition in BL2 cells; BL2 NF-kB luciferase reporter, CD40L-induced, 4 h; inhibition, % at 10 µM; 0.94% of 83,000 active; AID 1053188;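 active = mean inhibition of at least 50% with a set share of replicates also reaching that level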;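 note: 0% = neutral control wells and 100% = IKK inhibitor VII at 50 µM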
# Active calls of the source: *; & = joins results of further samples; [ ] = remark or other dose. Some of the compounds tested (hit frequency here may not be typical).
BL2 CD40 inh,mol
-11&9[25 µM],COc1ccccc1CN1C[C@@H]2N[C@H](C1)C2c1ccc(-c2cccc(C#N)c2)cc1 (stereo partly specified)
3,O=C(NNS(=O)(=O)c1ccc(F)cc1)c1ccccc1
7,O=C(NCCc1ccccc1)C1CCCN(S(=O)(=O)c2cccs2)C1 (stereo unspecified)
-53,Cc1nc2c(-c3ccccc3)c[nH]n2c(=O)c1Cc1ccccc1
2,COc1cccc2[nH]c3c(N4CCN(Cc5ccc6c(c5)OCO6)CC4)ncnc3c12
7,CCOc1ccc(-n2nc(C(=O)N3CCN(CC)CC3)c3ccccc3c2=O)cc1
-19,Nc1ccc2oc(-c3cccc4ccccc34)nc2c1
-6,CCCCCn1c(CNC(=O)CC)nc2ccccc21
-5,O=C(NCCc1nnc2ccc(N3CCCCCC3)nn12)c1ccccc1
-16,O=C(COC(=O)c1ccccc1F)NC(=O)NC1CCCC1
-6,CCN1CCN(c2ccc(S(=O)(=O)N3CCOCC3)cc2NC(=O)c2cccc([N+](=O)[O-])c2)CC1
-1[25 µM],COc1cccc(S(=O)(=O)N2C[C@H](O)COC[C@@H]3O[C@@H](CC(=O)N4CCN(c5ccccc5)CC4)CC[C@H]32)c1
8,CC(C(=O)Nc1ccccc1-c1ccccc1)N1CCN(C(=O)c2ccccc2)CC1 (stereo unspecified)
7[25 µM],C[C@@H]1CN([C@@H](C)CO)C(=O)Cc2cc(NS(=O)(=O)c3ccc(F)cc3)ccc2O[C@H]1CN(C)Cc1ccncc1
5,COc1ccc(/C=C/C(=O)O)cc1S(=O)(=O)NC1CCS(=O)(=O)C1 (stereo unspecified)
10,O=C1CCC2(CCCCC2)N1
-35[25 µM],COCC(=O)Nc1ccc2c(c1)C(=O)N(C)[C@H]1CC[C@H](CC(=O)NCCCN(C)C)O[C@H]1CO2
6[25 µM],COc1ccccc1-c1ccc([C@@H]2[C@@H](CO)N3CCCCN(Cc4ccncc4)C[C@@H]23)cc1
-47,O=C(NC1=NCCS1)c1csc2ccccc12
9,COc1cccc(CNC(=O)c2ccc(S(=O)(=O)N3CCCCC3)cc2)c1
11,Cn1nc(-c2ccccc2F)c2cc(C(=O)N3CCN(C(=O)c4ccco4)CC3)sc21
5,Cn1cc(CC(=O)NCCN2CCOCC2)c2ccccc21
18,C/C(=N/NC(=O)c1ccccn1)c1ccco1
14,O=C(NC(=O)N1CCN(C(c2ccccc2)c2ccccc2)CC1)c1ccccc1
3,OCCC1CN(Cc2ccccn2)CCN1C1CCCC1 (stereo unspecified)
9,CN(CC(=O)Nc1ccc(OC(F)(F)F)cc1)C(=O)c1ccccc1SCC(=O)N1CCCC1
0,CN1C(=O)c2cc(NC(=O)C3CCCC3)ccc2OC[C@H]2O[C@@H](CC(=O)NCCc3ccncc3)CC[C@H]21
8,C[C@H]1CN([C@@H](C)CO)C(=O)c2cc(NC(=O)Cc3ccccc3)ccc2O[C@H]1CN(C)Cc1ccc2c(c1)OCO2
-31,Cc1ccc2c(Cl)c(C(=O)Nc3ccc4c(c3)OCO4)sc2c1
3,Cn1cnnc1Sc1ccc(CN2CCN(C3CCCC3)C(CCO)C2)o1 (stereo unspecified)

# 3 compounds already listed, sorted by the value under BL2 CD40 inh, falling.
Molecule | BL2 CD40 inh
COc1cccc(CNC(=O)c2ccc(S(=O)(=O)N3CCCCC3)cc2)c1 | 9
CC(C(=O)Nc1ccccc1-c1ccccc1)N1CCN(C(=O)c2ccccc2)CC1 (stereo unspecified) | 8
OCCC1CN(Cc2ccccn2)CCN1C1CCCC1 (stereo unspecified) | 3

# Arranged by number of heavy atoms (high to low): five of the compounds above
BL2 CD40 inh,mol
-1[25 µM],COc1cccc(S(=O)(=O)N2C[C@H](O)COC[C@@H]3O[C@@H](CC(=O)N4CCN(c5ccccc5)CC4)CC[C@H]32)c1
5,Cn1cc(CC(=O)NCCN2CCOCC2)c2ccccc21
3,OCCC1CN(Cc2ccccn2)CCN1C1CCCC1 (stereo unspecified)
-19,Nc1ccc2oc(-c3cccc4ccccc34)nc2c1
10,O=C1CCC2(CCCCC2)N1

# Next part.
BL2 CD40 inh,mol
-13,CC1(C)NC(=O)N(CCCCOc2ccc3c(c2)CCC3)C1=O
-8[25 µM],CC(C)NC(=O)NC[C@@H]1[C@H](c2ccccc2)[C@H](CO)N1C(=O)c1ccccc1
7[25 µM],COc1ccc(NC(=O)N2CCC3(CC2)CN(C(=O)C2CCC2)[C@H](CO)c2c3c3ccc(OC)cc3n2C)cc1
-11[25 µM],COc1ccccc1NC(=O)N1C[C@H](O)COC[C@H]2O[C@H](CC(=O)NCCc3ccncc3)CC[C@@H]21
-3[25 µM],COc1ccc(C#Cc2ccc3c(c2)[C@@H]2[C@@H](CCN2S(=O)(=O)C2=NC(C)C=N2)[C@H](CO)N3C)cc1 (stereo partly specified)
3,CCC1CC2(C)NC(=O)c3c(sc4c3CC(C)(C)OC4)N2C1=O (stereo unspecified)
22,CCOC(=O)c1ccc(Cl)c(NC(=O)c2ccc(-c3ccccc3)cc2)c1
2&15,CC(C)NC(=O)N1C[C@@H]2C(c3ccc(Br)cc3)[C@H](C1)N2Cc1ccc(F)cc1 (stereo partly specified)
18,Cc1ccc(S(=O)(=O)NCCCC(=O)N2CCC(C)CC2)cc1
-3,CCCN(CCC(=O)Nc1ccccc1F)CC1CC1
11,NNC(=O)c1ccc2c(c1)S(=O)(=O)NNC2=O
10,c1ccc(-c2ccccc2OCCN2CCCCC2)cc1
31,CC(=O)c1cccc(Nc2c3c(nc4ccccc24)CCC3)c1
-134,O=C(c1ccccc1)c1ccc2c(c1)OCCCO2
-6[25 µM],COC(=O)C[C@H]1CC[C@H]2[C@H](COc3ccc(NC(=O)Nc4cccc(C#N)c4)cc3C(=O)N2C)O1
14,CCCCn1c(N)nc2ccccc21
-2,O=C(NCc1ccccc1)c1cc2nc(C3CC3)cc(C(F)(F)F)n2n1
7,OC(COc1ccccc1)CN1CCN(c2ncccn2)CC1 (stereo unspecified)
2,CCOC(=O)c1cc(=O)nc(N)s1
16[25 µM],COCC#Cc1ccc([C@H]2[C@@H](CO)N3CCCCN(C(=O)NC4CCCC4)C[C@@H]23)cc1
6,CCCCNC(=O)C1(C)CCCCN1C(=O)c1ccc(C#N)cc1 (stereo unspecified)
-42,C/C(N)=C(/C#N)C(=O)CSc1n[nH]c(-c2ccccc2Br)n1
7,Cc1nnc(-n2cccc2)s1
2,CCN(CC)CCOC(=O)C1(c2ccccc2)CCOCC1
-19[25 µM],C[C@H](CO)N1C[C@H](C)[C@H](CN(C)C(=O)c2ccncc2)OCCCC[C@H](C)Oc2ccc(NC(=O)CCC(F)(F)F)cc2C1=O
-3,CCCN(CCO)Cc1cccc(Br)c1
13,CCC(c1nnc(SCC(=O)Nc2ccc(S(N)(=O)=O)cc2)n1Cc1ccccc1)N(C)C (stereo unspecified)
-6,COc1ccc(SCCCn2c(=O)c3c(ncn3C)n(C)c2=O)cc1
-64,Cc1ccc(C(=O)Nc2ccc(C(F)(F)F)n(C)c2=O)cc1
-5,Cc1n[nH]c(C)c1S(=O)(=O)N1CCN(S(=O)(=O)c2cccc(F)c2)CC1
10,CC(C)c1ccc(/C=N/n2nnnc2Nc2ccccc2)cc1
5,CC1(C(=O)NS(=O)(=O)c2ccc(Cl)cc2)CCN1C(=O)Cc1ccccc1 (stereo unspecified)
4,COc1ccccc1NS(=O)(=O)c1cc(C(=O)NCCCN2CCCC2=O)ccc1C
-5[25 µM],CC(C)[C@@H]1COCn2nncc2CC[C@H](C)C(=O)N1
7,Fc1ccccc1OCCCCn1cncn1
13,COc1ccc2c(CC(=O)NNC(=O)c3ccc(C)cc3)coc2c1
7,COc1ccc(C(CNC(=O)CCNC(=O)c2ccc(Br)cc2)N2CCOCC2)cc1 (stereo unspecified)
5,Cc1cc(CSCc2ccc(Cl)cc2)no1
3,O=C(N[C@@H]1CC[C@H](CCNC(=O)C2CCCC2)O[C@H]1CO)c1ccccn1
-2[25 µM],O=C([C@H]1[C@H](CO)[C@H]2Cn3c(cccc3=O)[C@H]2N1Cc1ccccc1Cl)N1CCOCC1
2,Cc1ccc(C(=O)NNC(=O)c2ccc(S(=O)(=O)N3CCCCC3)cc2)cc1
14,N#CCCN1CCN(S(=O)(=O)c2ccc(C3CCCCC3)cc2)CC1
12,O=C(c1nc(-c2ccccc2)n(-c2ccccc2)n1)N1CCCCCC1
-8,O=[N+]([O-])c1ccc2nn(Cc3ccccc3)cc2c1
10,C[C@H]1CN(C)C(=O)c2cc(N(C)C)ccc2O[C@H]1CN(C)C
-1,CC(C)Cc1nnc(NS(C)(=O)=O)s1
13,CCOC(=O)C1(C)CCN1C(=O)c1ccc(OC)cc1OC (stereo unspecified)
17[25 µM],COc1ccc(C(=O)N2C[C@@H]3[C@H](c4ccccc42)[C@@H](CO)N3C(=O)Cc2ccccn2)cc1
8,Cc1cc(C)n(CCCNC(=O)C2CC(=O)N(Cc3ccccc3)C2)n1 (stereo unspecified)
-4[25 µM],O=C(NC[C@@H]1N[C@@H](CO)[C@H]1c1ccc(C2=CCCCC2)cc1)c1ccc(F)cc1
-7,CN(C)S(=O)(=O)c1ccc(N2CCOCC2)c(C(=O)NCc2ccc3c(c2)OCO3)c1
9,COc1ccccc1NC(=O)COc1ccc(C(=O)NCc2ccccc2)cc1OC
20,Cc1ccc2nc(N=C(N)N)nc(C)c2c1
3,CC[N+](C)(CC)CC(O)COCC1COc2ccccc2O1 (stereo unspecified)
8,COc1ccccc1NC(=O)C(C)OC(=O)Cc1ccsc1 (stereo unspecified)
1,O=C1CCc2cc(S(=O)(=O)N3CCN(c4ccc(F)cc4)CC3)cc3c2N1CC3
6,CC(C)CCn1c(N2CCc3ccccc3C2)nc2c1c(=O)[nH]c(=O)n2C
-1,CN(C)c1c([N+](=O)[O-])ncn1C
6,Cn1c(SCC(=O)Nc2ccc3c(c2)OCCO3)nnc1C(F)(F)F
12,CSCCC(NC(N)=O)C(=O)Nc1ccc(C)cc1 (stereo unspecified)

# New compounds follow.
BL2 CD40 inh,mol
-3,CSc1sc(C(=O)O)c2c1C(=O)CCC2
0,CC1=CC(C)(C)Nc2ccc(OC(=O)CN3C(=O)c4cccc5cccc(c45)C3=O)cc21
9,CC(C)(C)N(Cc1ccccc1)C(=O)COC(=O)C1=NN(c2ccccc2)C(=O)CC1
23,Fc1ccccc1CCNc1c2c(nc3ncnn13)CCCC2
-25,Cc1cccc(NC(=O)c2cc3cc([N+](=O)[O-])ccc3s2)n1
-5,O=C(CSc1nc2ccccc2c(=O)[nH]1)c1ccc(O)cc1O
11,CCOC(=O)C(Cc1nc(OCc2ccccc2)cc(OCc2ccccc2)n1)=NO
19,CCOC(=O)CCc1nc2ccccc2[nH]1
9,NC(=NCCc1ccccc1)NS(=O)(=O)c1ccc2ccccc2c1
-2,CC1(C)SC2C(NC(=O)COc3ccccc3)C(=O)N2C1C(=O)O (stereo unspecified)
-2[25 µM],CC=Cc1ccc2n(c1=O)C[C@H]1[C@H](CO)[C@@H](C(=O)NCCc3ccncc3)[C@@H]2N1Cc1ccncc1 (mixture of isomers)
-5,Cc1cc(C(=O)CN2C(=O)NC(C)(CC(C)C)C2=O)c(C)n1-c1ccc2c(c1)OCO2 (stereo unspecified)
5,Cc1cc(C)n(-c2ccc(Cl)c(C(=O)NCc3ccccc3)n2)n1
-8,O=C(NCc1ccco1)C1CCN(S(=O)(=O)N2CCC3(CC2)OCCO3)CC1
14,Cc1cc(C(N)=O)c2cc(Br)ccc2n1
5[25 µM],O=C(NC1CCCC1)N[C@H]1C=C[C@@H](CC(=O)N2CCOCC2)O[C@@H]1CO
-6,C[C@@H](NC(=O)[C@H]1[C@H](CO)[C@H]2Cn3c(cccc3=O)[C@H]2N1CC1CCCC1)c1ccccc1
1,COC(=O)c1oc2ccccc2c1NC(=O)c1ccccc1O
2,O=C(NC1CCCC1)c1ccc(COc2ccccc2Br)o1
39,O=C(Nc1ccc2c(c1)OCO2)c1ccc2c(c1)OCO2
-2,O=C(Nc1nccs1)C1CC=CCC1C(=O)OCC(F)(F)C(F)F (stereo unspecified)
15[25 µM],CO[C@@H]1CN(C)C(=O)c2ccc(NC(=O)NC(C)C)cc2OC[C@H](C)N(Cc2ccc(-c3ccccn3)cc2)C[C@H]1C
-6,CC(=O)Nc1cccc(C(=O)OCc2csc(CC(=O)Nc3ccccc3C)n2)c1
-1,CCc1nc2ccccc2n1CC(=O)Nc1cc(C)on1
-4,O=C(c1ccccc1)N1CC[C@@H]2[C@@H](CO)Nc3ccc(C#Cc4cccnc4)cc3[C@@H]21
-8,OC[C@H]1O[C@@H](n2cnc3c(NC4CCCC4)ncnc32)[C@H](O)[C@@H]1O
-8,COc1ccc(S(=O)(=O)N2CCC(c3nc4ccccc4[nH]3)CC2)cc1
9,Cc1cc(NC(=O)COC(=O)C2CCC2)no1
-3,COc1ccc(NC(=O)c2ccco2)cc1NC(=O)c1ccccc1
-5,Cc1cc(C)c(NC(=O)CNC(=O)COC(=O)C2=COCCO2)c(C)c1

# Looked up above.
# Reading for CC(C)Cc1nnc(NS(C)(=O)=O)s1 in BL2 CD40 inh: -1
# Reading for COC(=O)C[C@H]1CC[C@H]2[C@H](COc3ccc(NC(=O)Nc4cccc(C#N)c4)cc3C(=O)N2C)O1 in BL2 CD40 inh: -6[25 µM]
# Reading for Cc1cc(C)c(NC(=O)CNC(=O)COC(=O)C2=COCCO2)c(C)c1 in BL2 CD40 inh: -5
# Reading for COc1ccccc1-c1ccc([C@@H]2[C@@H](CO)N3CCCCN(Cc4ccncc4)C[C@@H]23)cc1 in BL2 CD40 inh: 6[25 µM]
# Reading for CCc1nc2ccccc2n1CC(=O)Nc1cc(C)on1 in BL2 CD40 inh: -1
# Reading for O=C([C@H]1[C@H](CO)[C@H]2Cn3c(cccc3=O)[C@H]2N1Cc1ccccc1Cl)N1CCOCC1 in BL2 CD40 inh: -2[25 µM]

# Source: PubChem
